# S1P4 ag: S1P4 receptor agonists, primary screen, cell-based; Sphingosine 1-phosphate receptor 4 (Homo sapiens), O95977; S1P4-expressing cell line, agonist reporter assay; activation, % at 4.98 µM; hit rate 0.35% among 220,000; in the data active = activation above about 11%;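 note: 0% = DMSO vehicle and 100% = reference agonist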
# Target sequence (O95977 whole entry, looked up): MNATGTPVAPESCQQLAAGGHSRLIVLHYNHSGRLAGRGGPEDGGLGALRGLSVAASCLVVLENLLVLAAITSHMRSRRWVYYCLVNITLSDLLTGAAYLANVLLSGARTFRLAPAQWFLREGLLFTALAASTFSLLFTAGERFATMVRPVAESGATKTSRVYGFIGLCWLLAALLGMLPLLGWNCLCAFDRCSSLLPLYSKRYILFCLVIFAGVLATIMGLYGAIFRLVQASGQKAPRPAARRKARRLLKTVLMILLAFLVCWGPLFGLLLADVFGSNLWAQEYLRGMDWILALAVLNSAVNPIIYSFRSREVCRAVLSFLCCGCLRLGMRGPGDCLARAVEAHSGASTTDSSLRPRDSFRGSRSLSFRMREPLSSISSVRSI
# Calpain2 inh: inhibitors of pig calpain II, primary screen, biochemical, fluorogenic peptide substrate, 1536-well | purified calpain II, 30 min | inhibition, % at 16 µM | AID 1236, 2008 | hit rate 0.37% among 220,000;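 active = inhibition above about 50%, limit read from the data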
# TRPML3 agonist: human TRPML3 channel agonists, primary screen, cell-based, HEK293 TRPML3-YFP, Fluo-8 calcium fluorescence, 3 µM; 100% = the carbachol control signal; hit rate 0.29% among 220,000; Mucolipin-3 (Homo sapiens), Q8TDD5; activation, % at 3 µM; AID 1448, 2008;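 active = activation above its plate's cutoff, the mean activation of the plate's test wells plus 3 SD, cut at about 12% in these data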;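 note: 0% = DMSO only wells and 100% = carbachol wells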
# Target sequence (Q8TDD5 whole entry, looked up): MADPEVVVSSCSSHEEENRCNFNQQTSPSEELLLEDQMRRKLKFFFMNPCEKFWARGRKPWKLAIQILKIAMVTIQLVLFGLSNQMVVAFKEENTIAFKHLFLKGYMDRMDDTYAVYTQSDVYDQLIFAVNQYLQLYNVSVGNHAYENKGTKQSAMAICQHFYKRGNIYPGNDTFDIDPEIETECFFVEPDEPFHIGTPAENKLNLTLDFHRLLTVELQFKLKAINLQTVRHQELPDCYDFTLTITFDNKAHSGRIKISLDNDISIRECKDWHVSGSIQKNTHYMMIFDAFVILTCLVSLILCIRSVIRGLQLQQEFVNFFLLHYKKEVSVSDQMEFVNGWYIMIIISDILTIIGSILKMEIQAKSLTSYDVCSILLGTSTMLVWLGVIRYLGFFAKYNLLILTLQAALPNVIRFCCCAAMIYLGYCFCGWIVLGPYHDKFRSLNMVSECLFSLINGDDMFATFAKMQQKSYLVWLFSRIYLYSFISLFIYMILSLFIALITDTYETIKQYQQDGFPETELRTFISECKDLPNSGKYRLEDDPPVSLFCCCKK
#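 Test system: TRPML3-YFP stable HEK293 cells. Doses: single point at 3 µM. Incubation: dye loading 1 h 37 °C then 30 min ambient, 125 s read. Signal: Fluo-8 calcium dye fluorescence, ex 470-495, em 515-575 nm. Measure: percent activation from peak-to-basal fluorescence ratio, scaled between DMSO and carbachol.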
# S1P4 antagonist: S1P4 receptor antagonists, primary screen, cell-based. inhibition, % at 4.98 µM. hit rate 0.26% among 220,000. S1P4-expressing cells, antagonist mode, reporter read-out; in the data active = inhibition above about 29%;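 note: 0% = wells stimulated with agonist and 100% = vehicle wells without agonist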
# PERK inh: block of dimerizer-induced PERK translation repression, primary screen, PERK inhibitor project, CHO PERK-DD cells, SEAP luminescence, HTS; Eukaryotic translation initiation factor 2-alpha kinase 3 (Homo sapiens), Q9NZJ5; CHO PERK-DD fusion, SEAP luminescence translation reporter; inhibition, % at 5.6 µM; hit rate 0.17% among 220,000;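 active = inhibition above the mean inhibition of all tested compounds plus 3 SD, set separately per screening campaign, cut at about 2.9% in these data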;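 note: PERK kinase domain activated by AP20187 dimerizer at 100 nM; 0% = DMSO with dimerizer and 100% = rapamycin at 8.4 µM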
# Ba/F3 V617F tox: reduced viability of JAK2V617F-dependent Ba/F3 cells, primary screen, JAK2V617F inhibitor project, cell-based, Ba/F3 EpoR-JAK2V617F, luminescence. ATP luminescence. inhibition, % at 5.6 µM. hit rate 1.1% among 220,000. AID 1446, 2008;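 active = inhibition above the campaign mean plus 3 SD over all tested compounds, cut at about 24% in these data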;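 note: cytokine-independent growth of Ba/F3 cells driven by EpoR plus mutant JAK2; 0% = DMSO-treated cells and 100% = JAK inhibitor I control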
# BaF3 tox: parental Ba/F3 cell viability inhibition, counter-screen for JAK2V617F inhibitor project, murine pro-B, CellTiter-Glo luminescence; hit rate 1.1% among 220,000; AID 1486, 2009; CellTiter-Glo ATP luminescence; inhibition, % at 5.6 µM;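 active = inhibition above a per-campaign cutoff, the mean inhibition of all tested compounds plus 3 SD, cut at about 27% in these data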;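 note: 0% = DMSO wells and 100% = JAK Inhibitor I control wells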
# TRPN1 ag: zebrafish TRPN1 channel agonists, primary screen, cell-based, HEK293, calcium fluorescence; activation, % at 3 µM; transient receptor potential cation channel N1 (TRPN1/NompC), Danio rerio; hit rate 0.18% among 220,000; HEK293 zebrafish TRPN1-YFP, Fluo-8 calcium fluorescence; 100% = response to 87 µM carbachol;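 active = activation above its plate's cutoff, the mean activation of test wells on that plate plus 3 SD, cut at about 19% in these data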;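 note: 0% = DMSO alone and 100% = 87 µM carbachol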
#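 Material – zebrafish TRPN1-YFP in HEK293 cells · Doses – 3 µM single point · Schedule – dye 1 h 37 °C plus 30 min RT · Signal – Fluo-8 calcium fluorescence, excitation 470-495 nm, emission 515-575 nm · Read-out – % activation versus carbachol response · Control set – carbachol high, DMSO low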
# EP2 modulator: EP2 receptor modulators, cAMP readout, primary screen, cell-based, HTRF cAMP, PGE2 stimulation; AID 940, 2007; induction, % at 25 µM; EP2-expressing cells, cAMP HTRF FRET, PGE2 co-stimulation; hit rate 0.83% among 260,000; Prostaglandin E2 receptor EP2 subtype (Homo sapiens), P43116;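 active = compounds whose cAMP rise, as percent of the full-agonist control response, exceeds 60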;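 note: rat C6 glioma line stably carrying human EP2 under a CMV promoter; the protocol text gives 20 µM as final concentration; 100% = response of wells given 1 µM PGE2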
# Active calls of the source: *; / = not tested or not shown.
SMILES,S1P4 ag,Calpain2 inh,TRPML3 agonist,S1P4 antagonist,PERK inh,Ba/F3 V617F tox,BaF3 tox,TRPN1 ag,EP2 modulator
O=C(Nc1ccccc1Cl)c1cc(S(=O)(=O)N2CCCC(C(=O)O)C2)ccc1F (stereo not given),1.7,20,0.3,-1,1.4,4,4,0.7,-10
CCCS(=O)(=O)N1CCC(C(=O)NCCc2ccc(OC)c(OC)c2)CC1,1.7,-28,0.4,5,1.8,-2,2,-0.8,3
Cc1oc2c(CN3CCOCC3)c(O)ccc2c(=O)c1-c1ccccc1,-1.1,-435,0.7,-19,-0.5,0,1,-0.9,9
COc1ccc(CN2CCN(c3ncccn3)CC2)c(OC)c1,1.9,-6,0.3,-5,-0.2,-1,-1,1.7,8
CCOC(=O)C1=C(C)Nc2nc(SCC)nn2C1c1ccc(OC)cc1 (stereo not given),-3.8,17,0.4,-2,-1.0,0,3,0.2,18
CN(CC(=O)Nc1ccccc1Oc1ccccc1)Cc1ccccc1F,-0.8,30,-0.1,1,-0.4,0,7,-2.1,67*
COCC(C)n1c(SCC(=O)NNC(=O)c2ccc(F)cc2)nc2ccccc2c1=O (stereo not given),0.9,14,-0.1,-21,-0.3,1,6,1.2,-3
CCC(C)(C)NC(=O)CC(c1ccc(OC)cc1)n1cccc1 (stereo not given),2.0,0,0.6,11,-0.4,0,6,-0.8,22
Cc1oc(-c2ccccc2F)nc1CSCC(=O)NCc1ccc2c(c1)OCO2,2.2,19,0.5,-24,-0.9,-2,3,0.8,-5
Cc1cc(C)c(NC(=O)c2ccc(CN3CCc4ccccc4C3)cc2)c(C)c1,-0.1,24,1.7,-14,-0.4,-4,0,0.0,-40
O=C(Nc1nc2c(F)cc(F)cc2s1)C1COc2ccccc2O1 (stereo not given),-1.5,-31,1.0,5,0.6,-4,2,2.3,-9
CCN(CC)CCn1c(=N)n(CC(O)c2ccco2)c2ccccc21 (stereo not given),0.4,0,1.1,-17,1.3,-1,5,0.1,1
O=C(c1ccc2c(=O)n(Cc3ccc4c(c3)OCO4)c(=S)[nH]c2c1)N1CCCCC1,0.7,-6,-0.1,-17,1.5,-3,4,0.6,9
O=C(c1ccc(Cl)nc1)N1CCN(C/C=C/c2ccccc2)CC1,-0.6,-31,1.6,3,0.6,-1,4,1.5,-10
CCOCCCNC(=O)c1ccc2c(c1)N(Cc1ccccc1)C(=O)CS2=O (stereo not given),0.3,-28,-0.7,-14,-0.6,0,3,-0.4,-11
O=C(CN1CCN(Cc2ccccc2)CC1)NC(c1ccccc1)c1ccccc1,-1.0,12,0.2,-7,-0.1,2,-8,-0.7,22
O=C(Nc1ccc(Cl)cc1)Nc1ccccc1CC[N+](=O)[O-],0.8,-22,2.6,6,0.7,-1,8,2.7,-75
Cc1cc(C)n(CC(=O)N2c3ccccc3Sc3ccccc32)n1,-0.2,-9,3.1,5,0.0,-4,1,4.2,-6
COc1ccc(C(=O)Oc2cc3c4c(c2)C(C)=CC(C)(C)N4C(=O)C3=O)cc1OC,0.5,-69,-0.6,1,1.0,1,7,3.0,0
Cc1ccc(OCC(O)CN2CCN(CC(O)COc3ccc(C)cc3Cl)CC2)c(Cl)c1 (stereo not given),1.1,-1,0.0,10,0.4,-1,2,0.4,-43
Cc1c2cccn2cc[n+]1C,-0.9,-338,0.1,4,0.6,3,3,0.8,-1
CC(C)NC(=O)c1ccc(C(C)C)cc1,0.5,-12,0.7,-6,0.7,-4,-5,0.9,17
CC1CC(=O)N(c2ccc(NCc3ccccc3Cl)c([N+](=O)[O-])c2)C1=O (stereo not given),0.7,25,0.5,-14,0.2,1,9,0.0,-37
Cc1ccc2nc(CSc3nc(C)cc(C)c3C#N)[nH]c2c1,0.3,-46,-1.2,-13,-1.2,4,7,-1.3,-62
Cc1nnc(NC(=O)C2CCCCC2)s1,-0.5,6,0.7,-7,0.2,-4,4,0.5,1

# Carrying on.
SMILES,S1P4 ag,Calpain2 inh,TRPML3 agonist,S1P4 antagonist,PERK inh,Ba/F3 V617F tox,BaF3 tox,TRPN1 ag,EP2 modulator
S=C(Nc1ccc(Oc2ccccc2)cc1)N1CCN(c2ccccn2)CC1,0.1,17,1.2,-8,0.8,-4,-3,2.5,-63
CCOc1ccc(N(Cc2cc3ccc(C)cc3[nH]c2=O)S(C)(=O)=O)cc1,2.3,-5,0.5,-14,-1.2,0,2,0.2,-6
COC(=O)Cc1cc(=O)n(-c2nc3ccccc3[nH]2)[nH]1,1.8,-43,0.3,11,0.9,-4,-1,0.5,-4
COc1cc2cc(CN(Cc3nnnn3Cc3ccccc3)CC3CCCO3)c(=O)[nH]c2cc1OC (stereo not given),2.1,-123,0.4,-2,-0.8,3,5,0.6,16
COc1cccc(C(=O)NCC(=O)OCC(=O)C(C)(C)C)c1,-0.4,10,0.9,0,1.4,-3,4,2.0,6
O=c1c2ccccc2nc(N/N=C/c2ccc(O)cc2)n1O,0.7,12,-0.3,-13,0.2,2,5,-0.3,-2
C=CCC(=O)N1CCCC(CCC(=O)NCc2ccccc2F)C1 (stereo not given),-0.5,-27,0.4,8,-0.1,-2,4,-0.3,0
CC(=O)c1sc(NC(=O)C2(F)C(F)(F)C(F)(F)C(F)(F)C(F)(F)C2(F)F)nc1C,0.5,-8,22*,-2,-0.8,20,9,19,-3
Cc1cccc(NC(=S)N/N=C/c2ccc3c(c2)OCO3)c1,1.5,3,-0.2,-7,-0.9,-1,1,-1.6,-85
CCN1CCC(C(N)=O)CC1,1.1,-9,-0.7,0,-0.1,0,2,-0.3,-3
CN(/N=C/C=C/c1ccccc1)c1cc(=O)n(C)c(=O)[nH]1,-0.5,-110,0.1,-3,1.6,-1,1,1.2,0
Cc1cc(C)c(C#N)c(N)n1,0.2,-36,0.9,-16,1.0,1,4,0.0,17
Cc1ccc(N(CC(=O)NCc2cccs2)S(=O)(=O)c2cccs2)cc1,-0.1,-42,-1.3,-4,-1.0,1,3,-0.9,41
CC(C)CCNC(=O)CSc1nc2ccsc2c(=O)n1NC(=O)c1ccccc1,0.1,-2,0.4,-6,1.1,-2,2,0.6,-12
O=C(CCCCCN1C(=O)c2ccccc2C1=O)Nc1nccs1,-3.0,43,0.5,0,-0.9,9,8,0.5,0
NC(=S)NNC(=O)c1cc(C(F)(F)F)cc(C(F)(F)F)c1,77*,-11,-0.2,-16,-1.0,0,-3,-0.2,7
CCOC(=O)c1ccc2ncc(C(=O)OCC)c(NCCN(C)C)c2c1,-0.9,/,0.6,-8,-0.7,-2,1,0.8,/
O=c1c([N+](=O)[O-])cc(C(F)(F)F)cn1Cc1cccc(Cl)c1,-3.4,18,-0.7,7,-0.2,5,11,-0.1,38
O=C(CCC(=O)OCC(F)(F)C(F)F)Nc1ccccc1F,1.6,-13,0.8,1,0.6,0,5,1.8,24
CC(=O)NCCc1nc2ccccc2n1CCc1ccccc1,-0.3,27,0.3,-9,-0.1,2,6,-0.7,-3
Cn1c(/C=N/NC(=O)c2ccccc2)nc2ccccc21,-0.6,-492,0.1,-8,-0.5,0,6,-0.1,-8
CCn1c(SCC(=O)Nc2cc(C)on2)nnc1-c1c[nH]c2ccccc12,0.2,31,-0.1,-4,-0.2,8,3,0.2,11
O=C1NN(c2ccc(F)cc2)C(=O)/C1=C/c1cccs1,1.0,7,0.5,3,0.5,1,2,0.7,-2
CCn1cc(CCC(=O)O)c(C)n1,1.4,-8,0.8,-19,0.2,-1,3,1.8,7
Clc1cccc(NCc2cn3cccnc3n2)c1,4.8,10,0.1,-18,-1.0,5,6,2.4,-16

# Other results:
SMILES,S1P4 ag,Calpain2 inh,TRPML3 agonist,S1P4 antagonist,PERK inh,Ba/F3 V617F tox,BaF3 tox,TRPN1 ag,EP2 modulator
O=C(NNC1CC(=O)N(c2ccc(Cl)cc2)C1=O)c1ccccc1Cl (stereo not given),0.2,15,0.0,-28,0.3,3,4,1.1,-8
CC(=O)OC1COC(N2CCc3ccccc32)C(OC(C)=O)C1OC(C)=O (stereo not given),0.8,-53,0.5,-15,0.7,-4,-1,-1.2,1
CCOC(=O)C(NC(=O)CC)(Nc1sc(C)c(CC)c1C#N)C(F)(F)F (stereo not given),-1.4,31,-0.1,-5,-1.3,8,10,-1.5,12
Cc1ccc(C)c(N2CCN(C(=O)c3cc4ccccn4n3)CC2)c1,0.9,12,-0.7,-11,-0.6,3,5,-1.3,27
CN(C)Cc1ccccc1C1(O)c2ccccc2CSc2ccccc21 (stereo not given),-2.5,-23,0.5,-1,0.0,2,2,2.2,35
CC1CCN(C(=S)Nc2ccc(SC(F)F)cc2)CC1,0.0,-21,0.8,-34,0.0,0,7,-0.6,-19
S=C(NC1CCCC1)N1CCN(c2ccccn2)CC1,-0.5,19,1.1,-1,0.4,4,9,2.4,-7
CCc1ccc(S(=O)(=O)NCc2csc(C)n2)s1,2.0,-8,1.1,-5,-0.6,1,1,0.1,21

# A few values from the results shown:
# `CCc1ccc(S(=O)(=O)NCc2csc(C)n2)s1` in PERK inh has -0.6
# `CC(=O)OC1COC(N2CCc3ccccc32)C(OC(C)=O)C1OC(C)=O` (stereo not given) in S1P4 ag has 0.8

# Given with each value named: 4 of the compounds above.
molecule: CC(=O)OC1COC(N2CCc3ccccc32)C(OC(C)=O)C1OC(C)=O (stereo not given)
  S1P4 ag: 0.8 | Calpain2 inh: -53 | TRPML3 agonist: 0.5 | S1P4 antagonist: -15 | PERK inh: 0.7 | Ba/F3 V617F tox: -4 | BaF3 tox: -1 | TRPN1 ag: -1.2 | EP2 modulator: 1

molecule: O=C(NNC1CC(=O)N(c2ccc(Cl)cc2)C1=O)c1ccccc1Cl (stereo not given)
  S1P4 ag: 0.2 | Calpain2 inh: 15 | TRPML3 agonist: 0.0 | S1P4 antagonist: -28 | PERK inh: 0.3 | Ba/F3 V617F tox: 3 | BaF3 tox: 4 | TRPN1 ag: 1.1 | EP2 modulator: -8

molecule: CCc1ccc(S(=O)(=O)NCc2csc(C)n2)s1
  S1P4 ag: 2.0 | Calpain2 inh: -8 | TRPML3 agonist: 1.1 | S1P4 antagonist: -5 | PERK inh: -0.6 | Ba/F3 V617F tox: 1 | BaF3 tox: 1 | TRPN1 ag: 0.1 | EP2 modulator: 21

molecule: S=C(NC1CCCC1)N1CCN(c2ccccn2)CC1
  S1P4 ag: -0.5 | Calpain2 inh: 19 | TRPML3 agonist: 1.1 | S1P4 antagonist: -1 | PERK inh: 0.4 | Ba/F3 V617F tox: 4 | BaF3 tox: 9 | TRPN1 ag: 2.4 | EP2 modulator: -7

# Compound activity as filed in PubChem.
